Assay outcomes: PubChem, several laboratories
Diaph inh CS – counter-screen for diaphorase-based assays: diaphorase inhibitors and chemical oxidizers; 0.69% of 190,000 active; inhibition, % at 20 µM; AID 1217; diaphorase resazurin-to-resorufin fluorescence, NADH, 16 min; bacterial (C. kluyveri) enzyme, not human;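 active = primary screen inhibition at 20 µM above a set limit, cut at about 50% in these data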;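 also: plate controls were DMSO with full reaction for no effect and wells lacking NADH for full effect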
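controls = No-NADH positive control and DMSO neutral control | system = Clostridium kluyveri diaphorase enzyme | timing = reaction incubation of 16 min at room temperature | signal = resorufin fluorescence 544/590 nm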
Hsp70 activator – transcriptional activators of Hsp70; HeLa Hsp70 promoter luciferase reporter, luminescence; scaled: vehicle 0, proteasome-inhibitor control 100%; 0.04% of 200,000 active; activation, % at 10 µM;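 active = activation above the mean across all tested compounds plus 3 SD, cutoff set per campaign, cut at about 5.5% in these data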;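 also: 100% = MG132 at 30 µM as the positive control and 0% = DMSO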
G6PDH counter – L. mesenteroides G6PDH inhibition counter-screen; Purified L. mesenteroides G6PDH, diaphorase/resazurin coupled fluorescence, 45 min; inhibition, % at 5 µM; 0.12% of 200,000 active; in the data active = inhibition above about 50%
STAT1 inh – STAT1 signaling inhibition. NIH 3T3 STAT1-luciferase reporter, IFN-gamma, luminescence. inhibition, % at 5.5 µM. 0.35% of 200,000 active;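 active = inhibition above a set limit, the mean inhibition across all tested compounds plus 3 SD, cut at about 34% in these data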;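 also: 0% = IFN-gamma with DMSO and 100% = IFN-gamma with 300 µM nifuroxazide; values of inactives mirror those of a sister screen read the other way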
STAT3 blocker – inhibitors of IL-6 induced STAT3 signaling; AID 862; 0.89% of 190,000 active; U3A cells, IL-6 STAT3-luciferase reporter, luminescence; host cell line lacks STAT1; inhibition, % at 5.5 µM;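 active = inhibition above the mean inhibition across all screened compounds plus 3 SD, cut at about 44% in these data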;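 also: 0% = DMSO only wells and 100% = 100 µM nifuroxazide control wells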
APP 5UTR inh – APP translation inhibition. SH-SY5Y APP 5'UTR-luciferase reporter, luminescence. inhibition, % at 2 µM. 0.82% of 190,000 active;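 active = inhibition above a set limit, derived from the sample mean plus 3 SD, cut at about 45% in these data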; also: values of inactives mirror those of a sister screen read the other way
Diaph act CS – activates diaphorase or chemically reduces, flagging diaphorase assay artifacts; activation factor at 20 µM; 0.005% of 190,000 active; Diaphorase/resazurin coupled assay, resorufin fluorescence, 16 min; stronger effect = higher value; 1 = vehicle wells, 0 = NADH-free wells;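 active = diaphorase activity raised at least twofold by the compound at 20 µM; inactive = activation factor below 2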
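Test system: Clostridium kluyveri diaphorase, purified enzyme. Buffer or medium: 50 mM HEPES pH 7.4 buffer plus MgCl2 and Tween 20. Also added: 0.114 mM NADH and 0.1 mM resazurin, final amounts. Dosing: compound 20 µM once, DMSO 1%. Schedule: 16 min enzyme reaction, ambient temperature. Detection: fluorescence of resorufin, 544 nm excitation, 590 nm emission.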
STAT1 activator – increases IFN-gamma driven STAT1 reporter signal; activation (% of control), % at 5.5 µM; AID 932; NIH 3T3 STAT1-luciferase reporter, luminescence; 100% = IFN-gamma alone, no compound; 2.6% of 200,000 active;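 active = activation above the screen-wide mean activation plus 3 SD, cut at about 130% in these data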;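 also: raw ratio to IFN-gamma control signal so 100% means no change and 0% no light; values of inactives mirror those of a sister screen read the other way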
STAT3 act – increases IL-6 driven STAT3 reporter signal; U3A cells, IL-6 STAT3-luciferase reporter, luminescence; 100% = signal with IL-6 EC80 alone; activation (% of control), % at 5.6 µM; 0.91% of 190,000 active; AID 871;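 active = activation above the screen-wide mean of compound activation plus 3 SD, cut at about 130% in these data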;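 also: 0% = background luminescence of wells with medium and substrate only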
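Test system: human U3A cells carrying STAT3-luciferase construct; control set: IL-6-only wells as 100% reference; timing: compound pre-incubation 1 h before IL-6, then 6 h stimulation at 37 °C; also added: IL-6 stimulus at 33 ng/mL final; evaluation: % activation versus median of IL-6-stimulated wells; detection: reporter luminescence signal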
TLR4 MyD88 comp – TLR4-MyD88 interaction inhibition in cells; O00206+Q99836; HeLa CL3-4 TLR4/MyD88 BLA complementation, FRET ratio; inhibition, % at 8.4 µM; 0.18% of 200,000 active; AID 861; in the data active = inhibition above about 25%;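 also: 0% = vehicle and 100% = reference inhibitor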
Target sequence (O00206 whole entry, looked up): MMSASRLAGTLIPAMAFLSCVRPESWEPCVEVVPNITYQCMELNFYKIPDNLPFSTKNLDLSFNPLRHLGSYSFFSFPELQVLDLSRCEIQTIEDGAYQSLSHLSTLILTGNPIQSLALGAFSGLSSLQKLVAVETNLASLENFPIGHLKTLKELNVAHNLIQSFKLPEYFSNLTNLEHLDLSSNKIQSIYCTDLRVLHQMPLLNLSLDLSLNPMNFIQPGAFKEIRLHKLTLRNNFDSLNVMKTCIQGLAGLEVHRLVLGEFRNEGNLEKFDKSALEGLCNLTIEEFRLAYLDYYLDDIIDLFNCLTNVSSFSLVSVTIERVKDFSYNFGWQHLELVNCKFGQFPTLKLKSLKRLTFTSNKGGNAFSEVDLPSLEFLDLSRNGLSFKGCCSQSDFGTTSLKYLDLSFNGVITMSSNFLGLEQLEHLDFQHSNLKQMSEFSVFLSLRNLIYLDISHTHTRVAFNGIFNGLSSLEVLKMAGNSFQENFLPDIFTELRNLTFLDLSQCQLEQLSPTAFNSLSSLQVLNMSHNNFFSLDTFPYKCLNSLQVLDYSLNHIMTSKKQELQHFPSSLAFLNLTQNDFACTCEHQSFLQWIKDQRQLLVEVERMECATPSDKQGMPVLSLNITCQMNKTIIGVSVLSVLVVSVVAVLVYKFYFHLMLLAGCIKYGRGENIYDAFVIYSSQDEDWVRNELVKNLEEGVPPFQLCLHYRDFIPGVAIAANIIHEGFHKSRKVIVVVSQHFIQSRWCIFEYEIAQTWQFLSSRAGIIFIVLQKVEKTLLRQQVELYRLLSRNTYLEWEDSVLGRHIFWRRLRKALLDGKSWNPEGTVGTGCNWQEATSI
Target sequence (Q99836 whole entry, looked up): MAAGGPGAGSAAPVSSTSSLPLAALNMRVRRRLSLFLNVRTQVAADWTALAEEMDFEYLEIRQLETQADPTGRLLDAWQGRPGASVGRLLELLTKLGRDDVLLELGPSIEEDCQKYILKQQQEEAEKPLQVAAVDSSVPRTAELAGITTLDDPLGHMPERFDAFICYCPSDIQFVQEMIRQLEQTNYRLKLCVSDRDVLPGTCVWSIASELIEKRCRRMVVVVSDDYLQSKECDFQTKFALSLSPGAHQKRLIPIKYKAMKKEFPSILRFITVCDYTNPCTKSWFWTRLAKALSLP
* = called active by the depositor; · = no result given. This is a random part of the collection. Share with any hit: about 6.1%.

1. CC(=O)C1=C(c2ccccc2)NC(=O)NC1c1ccccc1OCC#N (configuration not stated)
2. Cc1ccnc(SCc2cc(=O)c(OC(=O)c3ccc(S(=O)(=O)N(C)C)cc3)co2)n1
3. COc1ccc(-c2noc(CN3C(=O)c4ccccc4C3=O)n2)cc1
4. COc1ccc(NC(=O)/C(C#N)=C/c2ccc(OCc3ccccc3F)cc2)cc1
5. Cc1nc2cc(-c3ccccc3)nn2c(C)c1CCC(=O)N1CCN(c2ccccc2)CC1
6. COc1ccccc1-c1csc(Cc2nnc3n2CCCCC3)n1
7. O=C1NC(=S)N/C1=C/c1cccc([N+](=O)[O-])c1O
8. COc1ccc(NC(=O)N2Cc3ccccc3CC2C(=O)NC(C)(C)C)cc1 (configuration not stated)
compound no.	1	2	3	4	5	6	7	8
Diaph inh CS	19	19	18	9	-18	-10	6	9
Hsp70 activator	-0.1	-0.4	-0.1	-0.6	-0.4	-0.2	-0.3	-0.4
G6PDH counter	6	-21	-8	-18	12	8	3	3
STAT1 inh	-3	10	-1	-10	6	-2	7	-6
STAT3 blocker	-10	5	11	-1	17	5	-3	-1
APP 5UTR inh	-11	3	5	-8	14	14	-8	2
Diaph act CS	0.8	0.8	0.8	0.9	1.2	1.1	0.9	0.9
STAT1 activator	103	91	101	109	95	102	94	105
STAT3 act	110	98	95	99	90	98	107	101
TLR4 MyD88 comp	-5	1	1	-10	8	4	-2	4

Record cards, as listed above. Order of screens: Diaph inh CS | Hsp70 activator | G6PDH counter | STAT1 inh | STAT3 blocker | APP 5UTR inh | Diaph act CS | STAT1 activator | STAT3 act | TLR4 MyD88 comp
COc1ccc(NC(=O)/C(C#N)=C/c2ccc(OCc3ccccc3F)cc2)cc1 is listed with 9 | -0.6 | -18 | -10 | -1 | -8 | 0.9 | 109 | 99 | -10
COc1ccccc1-c1csc(Cc2nnc3n2CCCCC3)n1 is listed with -10 | -0.2 | 8 | -2 | 5 | 14 | 1.1 | 102 | 98 | 4

Later entries:
9. COc1ccccc1NC(=O)CN1CCN(Cc2ccccc2)CC1
10. Cc1cc(Nc2cccc(F)c2)nc(NCc2ccccc2)n1
11. O=C(Nc1ccc(S(=O)(=O)Nc2nccs2)cc1)C1CC(=O)N(c2ccccc2)C1 (configuration not stated)
12. O=C(Nc1ccc(Oc2ccc3ccccc3c2)cc1)c1ccco1
13. C#CCOC(=O)C(NC(=O)c1ccccc1)=C1CCCCC1
14. COc1ccccc1CNC(=S)NC1CCCC1
15. CC12CCC(C(=O)N3CCc4ccccc43)(CC1=O)C2(C)C (configuration not stated)
16. Fc1cccc(Cl)c1CNC(c1ccccc1)c1ccccc1
compound no.	9	10	11	12	13	14	15	16
Diaph inh CS	6	8	9	13	9	16	15	9
Hsp70 activator	-0.1	-0.3	0.0	0.0	-0.1	-0.4	-0.5	-0.4
G6PDH counter	-8	3	-1	2	-3	-14	3	-5
STAT1 inh	-3	22	0	7	0	-2	-6	0
STAT3 blocker	2	-6	5	2	-4	3	6	-8
APP 5UTR inh	-6	-11	11	·	-13	1	-20	11
Diaph act CS	0.9	0.9	0.9	0.9	0.9	0.8	0.9	0.9
STAT1 activator	103	80	100	100	102	102	106	100
STAT3 act	102	100	101	98	104	96	96	105
TLR4 MyD88 comp	8	1	-5	10	-1	-3	5	0

17. Cc1nn2c(nc1=O)NNC2(C)C(C)(C)C (configuration not stated)
18. COc1cc2c(cc1OC)CN(Cc1cc(=O)oc3c(C)c(C)ccc13)CC2
19. CCOc1ccc(/C=N/OCC(=O)Nc2ccc3c(c2)OCO3)cc1
20. O=S(=O)(Nc1ccc(-c2cn3ccsc3n2)cc1)c1ccc2c(c1)OCCO2
21. O=C(COC(=O)c1cnc(Cl)c(Cl)c1)NCc1ccc2c(c1)OCO2
22. CCCOC(=O)Nc1cccc(C(C)=O)c1
23. CN(C)CCCn1c(=S)[nH]c2ccccc2c1=O
24. CCCC1(C)NC(=O)c2ccccc2O1 (configuration not stated)
compound no.	17	18	19	20	21	22	23	24
Diaph inh CS	6	16	8	18	10	14	17	9
Hsp70 activator	-0.2	-0.3	-0.1	0.2	-0.4	-0.2	0.1	-0.4
G6PDH counter	7	-31	-7	-2	-7	4	2	17
STAT1 inh	-1	7	5	-1	-4	-6	1	-1
STAT3 blocker	4	-8	3	14	0	3	7	-14
APP 5UTR inh	-2	-1	-12	-14	8	30	-9	-18
Diaph act CS	0.9	0.8	0.9	0.8	0.9	0.9	0.8	0.9
STAT1 activator	99	94	94	101	103	110	100	102
STAT3 act	101	103	99	95	101	100	101	114
TLR4 MyD88 comp	-4	-3	-10	1	8	9	11	3

25. CCCCC(NC(C)=O)c1nc2ccccc2[nH]1 (configuration not stated)
26. Cc1cccc(/C=C/C(=O)c2ccc(N3CCOCC3)cc2)c1
27. Cc1nc(CN(C)Cc2nc(Cc3cccc(F)c3)no2)cs1
28. O=C(CN1CCC(c2nc3ccccc3s2)CC1)N1CCCCC1
29. O=C1N(c2ccccc2)C[C@@H]2C[C@@H](c3cccs3)N3CCC[C@@]123
30. COC(=O)c1ccc(CSc2nnc(-c3ccc4c(c3)OCO4)n2-c2ccccc2)o1
31. Cc1cc(C)cc(C(=O)NN2CCOCC2)c1
32. COc1cc(C)c(Cl)cc1S(=O)(=O)NCCN1CCOCC1
compound no.	25	26	27	28	29	30	31	32
Diaph inh CS	2	3	-1	20	28	-5	15	-2
Hsp70 activator	0.0	0.3	-0.2	-0.3	-0.2	-0.1	-0.2	-0.2
G6PDH counter	33	-6	7	4	5	10	-8	0
STAT1 inh	2	-6	-2	0	-5	6	-4	1
STAT3 blocker	0	12	6	4	1	16	-1	14
APP 5UTR inh	7	1	-2	25	7	7	0	10
Diaph act CS	1	1	1	0.8	0.7	1.1	0.9	1
STAT1 activator	98	105	100	99	102	95	104	99
STAT3 act	105	91	98	101	102	87	101	94
TLR4 MyD88 comp	6	-8	-12	-14	-4	5	-12	5

33. COc1ccc(CN2CCNC(=O)C2CC(=O)N(C)Cc2ccccn2)cc1OC (configuration not stated)
34. O=C1C(Cc2ccccc2)SC(=Nc2ccccc2)N1c1ccccc1 (configuration not stated)
35. Cc1ccc(/C(O)=C2\C(=O)C(=O)N(Cc3cccnc3)C2c2ccccc2[N+](=O)[O-])cc1 (configuration not stated)
36. CN(C)c1cccc(C(=O)OC(C(=O)Nc2ccc(Cl)cc2C(F)(F)F)c2ccccc2)c1 (configuration not stated)
37. CC(=O)N1CCc2cc(S(=O)(=O)Nc3cccc(C(F)(F)F)c3)ccc21
38. Cc1ccc(CN2CCN(Cc3c(C)nn(-c4ccc(F)cc4)c3C)CC2CCO)o1 (configuration not stated)
39. COC(=O)c1c(NC(=O)CN2CCN(c3ccccc3OC)CC2)c2cc(C)ccc2n1C
40. O=c1[nH]c(-c2ccccn2)cc2ccccc12
compound no.	33	34	35	36	37	38	39	40
Diaph inh CS	-6	16	6	7	15	-8	23	9
Hsp70 activator	0.0	0.2	-0.2	-0.3	-0.4	-0.4	0.1	0.0
G6PDH counter	11	3	7	7	-5	9	3	1
STAT1 inh	2	-3	-18	7	21	4	-2	-29
STAT3 blocker	-2	-5	-34	-8	44*	10	-42	4
APP 5UTR inh	12	14	11	7	21	14	2	-34
Diaph act CS	1.1	0.8	0.9	0.9	0.8	1.1	0.8	0.9
STAT1 activator	97	103	116	93	81	94	102	125
STAT3 act	103	114	133*	112	63	95	143*	101
TLR4 MyD88 comp	1	1	-2	-4	-16	-2	10	18

41. CC1(C)Cc2c(sc3c2C(=O)N(c2ccccc2)C2=NCCN23)CS1
42. Cc1ccc(S(=O)(=O)NCCC(=O)Nc2nccs2)cc1
43. Cc1noc(NS(=O)(=O)c2ccc(N/C=C\C(=O)c3cccc4ccccc34)cc2)c1C
44. Cc1cccc(NC(=S)NNC(=O)CCn2nc(C)c([N+](=O)[O-])c2C)c1
45. CCOC(=O)c1cccc(Nc2ncnc3ccccc23)c1
46. CC(=O)NS(=O)(=O)c1ccc(NS(=O)(=O)c2ccc(F)cc2)cc1
47. CCOc1ccccc1-n1c(SCC(=O)N2CCCc3ccccc32)nnc1-c1cccnc1
48. Cc1ccc(/C=C/C(=O)NC(=S)N2CCN(C)CC2)cc1
compound no.	41	42	43	44	45	46	47	48
Diaph inh CS	7	-7	7	4	4	6	6	12
Hsp70 activator	-0.3	-0.2	0.2	-0.1	-0.2	-0.1	-0.3	-0.3
G6PDH counter	3	8	5	7	6	3	4	24
STAT1 inh	-2	-2	-22	-3	-11	-2	0	-3
STAT3 blocker	9	6	17	5	15	11	-5	-3
APP 5UTR inh	-12	10	-3	-32	-23	4	-8	-2
Diaph act CS	0.9	1.1	0.9	1	1	0.9	0.9	0.9
STAT1 activator	102	99	118	105	112	102	100	102
STAT3 act	96	96	89	98	88	94	107	102
TLR4 MyD88 comp	-4	0	-10	10	8	4	14	0

Next part (4 carried over from the part before).
45. CCOC(=O)c1cccc(Nc2ncnc3ccccc23)c1
46. CC(=O)NS(=O)(=O)c1ccc(NS(=O)(=O)c2ccc(F)cc2)cc1
47. CCOc1ccccc1-n1c(SCC(=O)N2CCCc3ccccc32)nnc1-c1cccnc1
48. Cc1ccc(/C=C/C(=O)NC(=S)N2CCN(C)CC2)cc1
49. O=C(CCCN1C(=O)c2cccc3cccc(c23)C1=O)N1CCN(c2ccccc2)CC1
50. CCOC(=O)CSc1nc2ccc(NC(=O)CSc3nnnn3Cc3ccccc3)cc2s1
51. COc1cc(/C=N/Nc2ccc(C(F)(F)F)cn2)cc(OC)c1O
52. N#Cc1c(NC(=O)COC(=O)c2ccc(F)cc2)sc2c1CCC2
53. Cc1ccc(NC(=O)c2ccc(OCC3CCCO3)cc2)cc1 (configuration not stated)
54. COC(=O)c1ccccc1NC(=O)CSc1n[nH]c(CC(C)C)n1
55. C=C1c2cc(C)ccc2NC(=O)N1c1ccccc1
compound no.	45	46	47	48	49	50	51	52	53	54	55
Diaph inh CS	4	6	6	12	-2	0	9	5	4	1	5
Hsp70 activator	-0.2	-0.1	-0.3	-0.3	-0.4	-0.5	-0.1	-0.2	0.1	0.5	-0.5
G6PDH counter	6	3	4	24	-8	5	2	-1	4	2	11
STAT1 inh	-11	-2	0	-3	3	-1	0	-2	-35	3	-5
STAT3 blocker	15	11	-5	-3	4	6	48*	0	-10	5	4
APP 5UTR inh	-23	4	-8	-2	6	-13	6	-17	-108	-12	5
Diaph act CS	1	0.9	0.9	0.9	1	1	0.9	1	1	1	1
STAT1 activator	112	102	100	102	97	101	100	102	136*	97	105
STAT3 act	88	94	107	102	93	98	63	107	106	100	100
TLR4 MyD88 comp	8	4	14	0	-1	12	8	-5	-12	-4	6
